# Bioassay records deposited in PubChem BioAssay by Southern Research Specialized Biocontainment Screening Center.
# influenza NS1A: H1N1 influenza NS1A inhibitors, functional cell based assay (AID 504329) | NS1A functional cell-based assay, percent inhibition; higher % means a stronger effect | inhibition, % at 12.5 µM; hits with a dose series show IC50 in µM | 340,000 compounds, 0.3% hits; in the data active = a potency from the dose series; inconclusive = inhibition above about 27% without an active follow-up result; also: strong numbers were not always called active
# M. tuberculosis: growth inhibition of non-replicating M. tuberculosis (AID 488890). Mycobacterium tuberculosis non-replicating, growth inhibition; higher % means a stronger effect. inhibition, % at 25 µM; hits with a dose series show IC50 in µM. 320,000 compounds, 0.39% hits; in the data active = a potency from the dose series; inconclusive = inhibition mostly from about 82% at the one dose, without a potency; inactive = the rest, 99 in 100 with inhibition below about 76%;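 also: plate controls were DMSO cells for no effect and high antibiotic wells for full effect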
# PhoP GFP inhibition: Inhibition of PhoP regulon, Salmonella typhi GFP reporter cells, confirmation, 4 h (AID 1850); Salmonella Typhi PhoP-promoter GFP reporter, fluorescence, 4 h; higher % means a stronger effect; inhibition, % at 50 µM; hits with a dose series show IC50 in µM; 310,000 compounds, 0.33% hits; in the data active = a potency from the dose series; inconclusive = inhibition mostly from about 25% at the one dose, without a potency; inactive = the rest, 99 in 100 with inhibition below about 19%;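 also: 0% = induced wells with vehicle and 100% = uninduced wells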
# VEEV TC-83 Vero: inhibitors of VEEV TC-83 cytopathic effect, confirmation, Vero cells (AID 588727). one-dose inhibition, % at 20 µM; IC50 in µM for titrated hits. 350,000 compounds, 0.13% hits. Vero cells, VEEV TC-83 cytopathic effect inhibition; higher % means a stronger effect; in the data active = a potency from the dose series; inconclusive = inhibition mostly from about 14% at the one dose, without a potency; inactive = the rest, 99 in 100 with inhibition below about 12%; also: strong numbers were not always called active
# M. tuberculosis HTS: M. tuberculosis growth inhibition, HTS (AID 449762) | 330,000 compounds, 0.59% hits | inhibition, % at 25 µM; hits with a dose series show IC50 in µM | M. tuberculosis H37Rv growth inhibition, 7H9 media; higher % means a stronger effect; in the data active = a potency from the dose series; inconclusive = inhibition above about 70% without an active follow-up result;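 also: bacterial growth assessed after seven days of incubation; strong numbers were not always called active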
# VEEV TC-83 Vero 10K pilot screen: recorded beside VEEV TC-83 Vero, whose call it bears; inhibition, %; measured here: 10K pilot screen inhibition
# * = called active by the depositor; i = inactive; ? = inconclusive; nt = not tested or not shown.
SMILES,influenza NS1A,M. tuberculosis,PhoP GFP inhibition,VEEV TC-83 Vero,M. tuberculosis HTS,others
COc1cc(S(=O)(=O)NCC2(N3CCCCC3)CCCCC2)ccc1NC(C)=O,-11%,nt,nt,0.4%,nt,
Cc1ccc(N(CC(=O)NC2CCCC2)C(=O)Cn2nnc(-c3ccccc3F)n2)cc1,10%,5%,10%,1.1%,-6%,
C[C@H](CO)N1C[C@H](C)[C@@H](CN(C)Cc2ccc3c(c2)OCO3)Oc2c(NC(=O)C3CCCCC3)cccc2C1=O,0%,18%,nt,2.3%,-3%,VEEV TC-83 Vero 10K pilot screen=0.6
Cc1c(OC(C)C(=O)N[C@H](C(=O)O)c2ccccc2)ccc2c3c(c(=O)oc12)CCCC3 (some centres not stated),-6%,29%,15%,6.4%,3%,
O=C(Nc1ccccc1C(=O)Nc1ccccc1)c1cccs1,11%,34%,7%,1.9%,15%,
O=C(Cn1cnc2ccccc2c1=O)Nc1ccc(S(=O)(=O)N2CCCC2)cc1,5%,-2%,-3%,i,-3%,
COc1ccc(Cl)cc1NC(=O)COC(=O)C1CC(=O)N(Cc2ccccc2)C1 (configuration not stated),0%,8%,nt,1.1%,10%,
O=C(Cn1nc(-c2ccccc2)ccc1=O)N1CCCCC1,-1%,20%,-7%,0.9%,0%,
Cc1cc(C)nc(NC(=O)C(c2ccccc2)c2ccccc2)n1,-5%,2%,-7%,0.0%,-2%,
Cc1cc(OCC(=O)N2CCC(O)(c3ccc(Cl)cc3)CC2)c2c(C)cc(=O)oc2c1,9%,-2%,-12%,1.1%,-6%,
Cc1cccc(NC(=O)/C=C/c2ccc([N+](=O)[O-])s2)c1,4%,?,-2%,9.9%,?,
COc1cc([C@H]2[C@@H]3CCCC[C@]3(O)CCN2CC(=O)Nc2ccc(C)cc2C)ccc1O,-3%,44%,-9%,4.8%,-5%,
CCN(CCC#N)c1ccc(/C=N/Nc2nc(C)cc(=O)[nH]2)c(C)c1,-6%,-3%,-5%,1.3%,-1%,
O=c1c2oc3ccccc3c2ncn1Cc1ccccc1F,8%,39%,-10%,4.7%,4%,
Cn1c(O)c(C=NC2CCCCC2)c(=O)[nH]c1=S,-2%,42%,-6%,0.4%,3%,
COc1ccc(/C=N/n2cnnc2SCCO)cc1OC,-3%,1%,5%,1.2%,-2%,
CCOC(=O)C(CCCOc1cccc(CC)c1)C(=O)OCC,-1%,?,6%,i,?,
Cc1ccc(-n2c(SCC(=O)NCC3CCCO3)nc3ccccc3c2=O)cc1C (configuration not stated),-9%,0%,1%,9.7%,-2%,
CCCCn1c(O)c(C=NCCCN(C)C)c(=O)[nH]c1=O,-11%,11%,-7%,1.4%,8%,
CCN(CC(=O)Nc1ccc(NC(C)=O)cc1)C(=O)c1cccc(S(=O)(=O)N2CCc3ccccc3C2)c1,0%,18%,3%,2.9%,6%,
CCN(CC(=O)Nc1ccc(C)c(S(=O)(=O)N(C)C)c1)Cc1ccccc1,-29%,-16%,2%,i,-5%,
CCCCn1c(N)c(N(CC(C)C)C(=O)C2CC(=O)N(c3ccc(CC)cc3)C2)c(=O)[nH]c1=O (configuration not stated),-2%,15%,8%,2.3%,-3%,
O=C(Nc1ccc(-c2cnco2)cc1)c1ccccc1,-24%,7%,3%,4.2%,-9%,
CCCN1CCN(CCCNC(=O)CN2C(=O)c3cccnc3Oc3ccc(Cl)cc32)CC1,3%,3%,-11%,0.6%,-2%,
CC(=O)Nc1ccc(Sc2ccc([N+](=O)[O-])o2)cc1,5%,nt,nt,i,nt,
N#Cc1cccc(NC(=O)CN2C(=O)NC3(CCCCCC3)C2=O)c1,-10%,-24%,nt,i,-11%,
NC(=O)c1ccc2c(=O)n3c(-c4cccs4)csc3nc2c1,-14%,-2%,-7%,2.1%,-8%,
O=C(c1cc(-c2cccc(Cl)c2)on1)N1CCCC1,6%,17%,8%,3.4%,-5%,
N#Cc1c(-c2ccco2)c2c([nH]c1=S)CCCC2,-7%,-2%,-25%,1.9%,-6%,
COc1cc(OC)c(OC)cc1/C=C1/Cc2ccccc2C1=O,14%,-4%,5%,2.9%,8%,
CCc1ccc(OC(C)C(=O)Nc2ccccc2C(=O)N2CCOCC2)cc1 (configuration not stated),-8%,-21%,1%,3.2%,1%,
Cc1cc2nn(-c3cccc4ccccc34)nc2cc1N,7%,6%,-5%,2.0%,6%,
CCOC(=O)c1ccc(NC(=O)CC2COc3ccccc3O2)cc1 (configuration not stated),-6%,61%,0%,0.7%,?,
O=C(O)CC(NC(=O)C12CC3CC(CC(C3)C1)C2)c1cccc(Cl)c1 (configuration not stated),-10%,-8%,7%,i,-7%,
COc1cc(CN2CCN(c3cc(C)ccc3C)CC2)ccc1O,2%,19%,2%,i,0%,
COc1ccc2c(c1)cc(C(=O)N[C@H](C(=O)N1CCC[C@H]1C(=O)O)C(C)C)n2C,3%,13%,6%,i,-6%,
CCOC(=O)N1CCN(C(=O)c2ccc3nc(N4CCC(C)CC4)sc3c2)CC1,16%,39%,-16%,6.7%,1%,
CC(=O)NC1c2ccccc2C(=O)N1Cc1ccccc1 (configuration not stated),-4%,3%,-2%,1.1%,0%,
CCOc1ccc(Cc2n[nH]c(=S)n2N)cc1,-13%,13%,-4%,2.6%,-3%,
CN(C)c1nc(N(C)C)nc(N2CC(CCl)OC2=N)n1 (configuration not stated),-6%,0%,-4%,i,0%,
O=C(O)c1ccc(CNC(=O)c2ccccc2NC(=O)c2cccc([N+](=O)[O-])c2)cc1,4%,-2%,1%,i,1%,
O=C(N/N=C/c1cccnc1)c1cc(-c2cccs2)nc2ccccc12,-5%,19%,0%,4.0%,-4%,
CSc1ccccc1NC(=O)COC(=O)c1c[nH]c(=O)[nH]c1=O,8%,-24%,11%,i,3%,
CCOc1cc(CNn2cnnc2SCC(=O)NC(C)(C)C)ccc1OCC(=O)NC(C)(C)C,2%,-4%,4%,i,-5%,VEEV TC-83 Vero 10K pilot screen=0.9
COC(=O)c1c(N2C(=O)Nc3ccccc3N2O)sc(C)c1C,-4%,13%,-9%,1.5%,0%,
COc1ccc(COc2cc(-c3cccc(OC)c3)nc3ccc(NC(=O)c4ccccc4)cc23)cc1,1%,8%,-9%,9.9%,?,
COCCn1c(SCC(=O)Nc2ncc(Cl)c(C)c2Cl)nc2ccccc21,9%,5%,4%,10%,-6%,
CC(=O)c1c(C)[nH]c(C(=O)N2CCN(c3ccccn3)CC2)c1C,-22%,0%,3%,i,-3%,
O=C1c2ccccc2NC(c2ccc3c(c2)OCO3)N1O (configuration not stated),-6%,15%,-20%,1.1%,-5%,
Cc1ccc(OCC(=O)NCCNC(=O)c2ccc(C)nc2)cc1,-5%,1%,-4%,0.4%,-4%,

# Later entries:
SMILES,influenza NS1A,M. tuberculosis,PhoP GFP inhibition,VEEV TC-83 Vero,M. tuberculosis HTS,others
CC(=O)Nc1nc(-c2ccc(Cl)cc2)ns1,13%,47%,0%,3.0%,-1%,
N#Cc1cc(N)ccc1Sc1ccc(Cl)cc1,2%,7%,8%,2.1%,1%,
O=C(O)/C(=C\c1cn(-c2ccccc2)nc1-c1cccnc1)NC(=O)c1ccccc1,9%,-14%,-2%,1.2%,-1%,
COc1ccc(NC(=O)c2ccc(N3CCCC3=O)cc2)cc1Cl,-6%,4%,nt,i,-7%,
CCc1c(Nc2ccccc2Cl)nc(N)[nH]c1=O,-5%,nt,nt,i,nt,
C=C(C)c1cccc(C(C)(C)NC(=O)NCC2COCCO2)c1 (configuration not stated),13%,13%,0%,i,-4%,
CCOC(=O)c1c(CSC(=N)N)n(-c2ccccc2)c2cc(Br)c(OC(C)=O)cc12,4%,32%,11%,52%,9%,
CON(C)S(=O)(=O)c1cccc(C(=O)NC2CCSc3ccccc32)c1 (configuration not stated),-6%,9%,-10%,0.8%,-7%,
COc1cc(S(=O)(=O)NC(Cc2c[nH]c3ccccc23)C(=O)O)ccc1NC(C)=O (configuration not stated),-4%,-7%,-34%,0.1%,13%,
O=C(CCCN1C(=O)/C(=C/c2cccc(Br)c2)SC1=S)N1CCOCC1,6%,-9%,-2%,1.5%,-1%,

# In the list so far, these have a COOH group.
SMILES,influenza NS1A,M. tuberculosis,PhoP GFP inhibition,VEEV TC-83 Vero,M. tuberculosis HTS,others
Cc1c(OC(C)C(=O)N[C@H](C(=O)O)c2ccccc2)ccc2c3c(c(=O)oc12)CCCC3 (some centres not stated),-6%,29%,15%,6.4%,3%,
O=C(O)CC(NC(=O)C12CC3CC(CC(C3)C1)C2)c1cccc(Cl)c1 (configuration not stated),-10%,-8%,7%,i,-7%,
COc1ccc2c(c1)cc(C(=O)N[C@H](C(=O)N1CCC[C@H]1C(=O)O)C(C)C)n2C,3%,13%,6%,i,-6%,
O=C(O)c1ccc(CNC(=O)c2ccccc2NC(=O)c2cccc([N+](=O)[O-])c2)cc1,4%,-2%,1%,i,1%,
O=C(O)/C(=C\c1cn(-c2ccccc2)nc1-c1cccnc1)NC(=O)c1ccccc1,9%,-14%,-2%,1.2%,-1%,
COc1cc(S(=O)(=O)NC(Cc2c[nH]c3ccccc23)C(=O)O)ccc1NC(C)=O (configuration not stated),-4%,-7%,-34%,0.1%,13%,

# (more compounds)
SMILES,influenza NS1A,M. tuberculosis,PhoP GFP inhibition,VEEV TC-83 Vero,M. tuberculosis HTS,others
COc1ccc(Cn2c(=O)cc(C)[nH]c2=S)cc1,-6%,-1%,0%,i,-1%,
O=C(NCc1ccccc1)/C(NC(=O)c1ccccc1)=C(/Sc1ccccn1)c1ccccc1,-11%,1%,-4%,7.0%,2%,
O=C(Nc1ccccc1)c1ccc(NCc2ccco2)c(S(=O)(=O)N2CCOCC2)c1,4%,27%,-12%,4.2%,-3%,
O=C(O)CSc1ncnc2scc(-c3ccccc3)c12,1%,24%,2%,i,0%,
CC(Sc1nnc(C2CC2)n1N)C(=O)NC1CCCCC1C (configuration not stated),-2%,-3%,-4%,1.7%,-18%,
O=C(c1ccc2[nH]c(=O)c(=O)[nH]c2c1)N1CCc2ccccc21,-1%,-8%,-6%,2.3%,5%,
Cc1ccccc1NC(=O)/C(=C/c1ccco1)c1ccccc1,98%,20%,-34%,4.9%,6%,
CSCCC(=O)N1CCCC(CNC(=O)c2ccc(-c3ccccc3)cc2)C1 (configuration not stated),1%,i,-5%,i,39µM*,
Cc1cccc(OCC(=O)Nc2ccccc2F)c1,-11%,60%,5%,0.4%,50%,
O=C(Nc1cc(C(F)(F)F)ccc1N1CCCCC1)c1cccc([N+](=O)[O-])c1,1%,-10%,-3%,i,-4%,
CC12CCC(C(=O)Nc3nc4ccccc4s3)(OC1=O)C2(C)C (configuration not stated),5%,18%,-9%,1.7%,13%,
CCOc1cc(NC(=S)NCC2CCCO2)c(OCC)cc1NC(=O)CC(C)C (configuration not stated),-4%,57%,6%,3.5%,-4%,
COc1cc(CNC2CCCCCCC2)c(Br)cc1OCCO,-2%,-4%,1%,0.2%,-2%,
O=C(Cc1ccc(Cl)cc1)NCc1nc(-c2ccccc2)no1,7%,6%,4%,i,7%,
O=C(COC(=O)COc1ccccc1[N+](=O)[O-])Nc1ccc2c(c1)OCO2,11%,-4%,nt,0.2%,0%,
COCC(C)n1c(C)cc(C(=O)CSc2ccc(NC(C)=O)cc2)c1C (configuration not stated),0%,-12%,-8%,2.1%,-2%,
O=c1c2ccccc2ncn1CCc1ccncc1,3%,nt,nt,2.1%,nt,
COC(=O)c1c(NC(C)=O)sc(C(=O)Nc2ccccc2C)c1C,13%,-4%,-7%,i,3%,
CCC(C)NCC(=O)Nc1ccc([N+](=O)[O-])cc1C(=O)Nc1ccccc1F (configuration not stated),4%,-2%,-6%,7.9%,3%,
CCOc1ccccc1/C=N/NC(=O)C[n+]1ccccc1,-20%,0%,nt,0.3%,1%,
NS(=O)(=O)c1ccc(N2N=C(c3ccccc3)CC2c2cccc(Cl)c2)cc1 (configuration not stated),-18%,nt,nt,0.1%,nt,
Cn1c(/N=C/c2ccc3c(c2)OCO3)nc2ccccc21,7%,-1%,-15%,0.4%,2%,
CCCC1CC(c2csc(N)n2)CCO1 (configuration not stated),-5%,nt,-5%,0.7%,-7%,VEEV TC-83 Vero 10K pilot screen=1.1
O=C(c1ccc(Oc2ccc([N+](=O)[O-])cc2Cl)cc1)N1CCCC1,7%,66%,0%,i,2%,
CCN(CC(=O)Nc1ccccc1C(F)(F)F)C(=O)CN1C(=O)NC(C)(c2ccc3ccccc3c2)C1=O (configuration not stated),-13%,nt,nt,2.8%,nt,
CCC1(C)NC(=O)N(CC(=O)N2CCC(Cc3ccccc3)CC2)C1=O (configuration not stated),-8%,-10%,nt,1.9%,-9%,
O=C(Cc1n[nH]c(=O)c2ccccc12)OCC(=O)N(Cc1ccccc1)Cc1ccccc1,-5%,33%,1%,0.8%,9%,
